# ERAP1 HTS inh: human ERAP1 aminopeptidase inhibitors, primary screen, biochemical, single point, plate reader; hit rate 0.15% among 340,000; recombinant ERAP1, Leu-AMC fluorescence, 60 min; inhibition, % at 10.7 µM; AID 652197, 2013; Endoplasmic reticulum aminopeptidase 1 (Homo sapiens), Q9NZ08;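 active = mean replicate inhibition of at least 30%, or all replicates individually reaching that 30% level; inactive = mean below 30% and not every replicate reaching it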;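 note: 0% = neutral control wells and 100% = L-leucinethiol positive control wells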
# miR122 inh: miR-122 Renilla sensor signal increase in Huh7, primary screen, miR-122 inhibitor project, cell-based, single point, plate reader; activation (reporter increase), % at 12.5 µM; hit rate 0.3% among 340,000; AID 602342, 2012; Huh7 miR-122 Renilla luciferase sensor, 48 h; neutral wells = 0, positive control = 100;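 active = mean replicate activation score at least 90 and every replicate individually at or above 90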;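 note: higher luciferase means less miR-122 activity so hits act as miR-122 inhibitors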
# Cneo AK release: Cryptococcus neoformans cell lysis inducers, primary screen, AK release luminescence, single concentration; C. neoformans lysis, adenylate kinase release luminescence, 4 h; normalised: neutral wells 0, clomiphene wells 100; lysis activity, % at 15 µM; hit rate 0.2% among 360,000; AID 651654, 2012;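 active = mean lysis activity across replicates of at least 80%, whatever share of replicates individually reach that level; inactive = mean lysis activity below 80%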
#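 Assay system: log-phase C. neoformans yeast / Quantity: yeast cell density of 5 × 10^6 cells/mL / Medium: fresh YPD growth medium / Compound: single dose / Timing: static 4 h at 37 °C with compound, 1 h detection / Measured by: adenylate kinase release luminescence / Read-out: lysis from increased AK signal / Benchmarks: Clomiphene as positive lysis control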
# PGC1a acetyl inh: inhibitors of PGC1a acetylation signal, primary screen, cell-based, U2OS, AlphaScreen, inhibitor mode; AlphaScreen anti-acetyl-lysine; with virally co-expressed GCN5 acetyltransferase; inhibition, % at 15.6 µM; hit rate 0.17% among 350,000;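 active = every replicate shows inhibition of at least 40%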;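 note: 0% = neutral control wells and 100% = positive control wells; some results beyond the cut were filed as inactive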
# RAD54 branch: inhibitors of human RAD54 branch migration, primary screen, biochemical, fluorescence, single point; inhibition, % at 10.4 µM; AID 602329, 2012; RAD54 Holliday junction branch migration, FAM/BHQ fluorescence; DNA repair and recombination protein RAD54-like (Homo sapiens), Q92698; hit rate 0.14% among 360,000;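 active = mean normalized replicate activity at least 40 and at least half of replicates scoring 40 or more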;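 note: 0% = median of neutral control wells and 100% = median of positive control wells; inhibitors cause a drop in the FAM fluorescence signal; in these data hits start at about 50%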
# PglD DTNB: C. jejuni PglD acetyltransferase inhibitors, primary screen, biochemical, DTNB colorimetric, single point; purified PglD enzyme, DTNB colorimetric CoA detection; inhibition, % at 12.5 µM; hit rate 0.098% among 360,000; UDP-N-acetylbacillosamine N-acetyltransferase PglD (Campylobacter jejuni); in the data active = inhibition above about 16%, passing the limit was not always enough; note: strong numbers were not always called active
# E-sel inducer: E-selectin induction in HUVECs, primary screen, imaging, HUVEC, immunofluorescence imaging, single point | P16581 | normalized: neutral wells 0, TNF-alpha wells 100 | activation, % at 7.58 µM | hit rate 0.37% among 260,000;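 active = mean E-selectin-positive cell signal at least 10% of the positive control, reached in at least 60% of replicates, without over 20% cell loss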;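 note: in these data hits start at about 27%; measured in HUVEC primary endothelial cells; signal is the percent of cells scored E-selectin positive by PE staining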
# Target sequence (P16581 whole entry, looked up): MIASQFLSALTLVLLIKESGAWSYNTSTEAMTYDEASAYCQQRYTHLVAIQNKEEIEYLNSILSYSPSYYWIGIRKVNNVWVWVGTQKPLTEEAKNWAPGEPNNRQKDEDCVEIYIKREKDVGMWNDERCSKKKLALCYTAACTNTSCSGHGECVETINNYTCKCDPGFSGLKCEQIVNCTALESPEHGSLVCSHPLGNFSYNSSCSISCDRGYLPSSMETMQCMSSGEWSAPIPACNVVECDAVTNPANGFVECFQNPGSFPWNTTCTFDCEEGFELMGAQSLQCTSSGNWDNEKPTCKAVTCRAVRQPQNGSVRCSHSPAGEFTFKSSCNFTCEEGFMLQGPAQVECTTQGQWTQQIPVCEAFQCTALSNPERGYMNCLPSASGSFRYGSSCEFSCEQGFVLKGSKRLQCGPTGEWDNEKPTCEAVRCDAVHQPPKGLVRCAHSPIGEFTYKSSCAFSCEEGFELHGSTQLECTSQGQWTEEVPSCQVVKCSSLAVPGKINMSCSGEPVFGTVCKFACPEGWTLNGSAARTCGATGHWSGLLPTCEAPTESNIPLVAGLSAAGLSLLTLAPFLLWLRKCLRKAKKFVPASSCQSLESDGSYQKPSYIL
#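 Read-out: % PE-positive cells | Test system: HUVEC | Doses: One compound dose added by pin transfer | Buffer or medium: EGM-2 over gelatin coat | Signal: Immunofluorescence imaging | Benchmarks: TNF-alpha, DMSO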
# RAD52 inh: RAD52 DNA annealing inhibitors, primary screen, biochemical, FRET, single point, set 2. recombinant RAD52 DNA annealing, FRET fluorescence. AID 651710, 2012. hit rate 0.46% among 360,000. inhibition, % at 18.7 µM;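 active = every replicate showing at least 50% inhibition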
# Target sequence (P43351 whole entry, looked up): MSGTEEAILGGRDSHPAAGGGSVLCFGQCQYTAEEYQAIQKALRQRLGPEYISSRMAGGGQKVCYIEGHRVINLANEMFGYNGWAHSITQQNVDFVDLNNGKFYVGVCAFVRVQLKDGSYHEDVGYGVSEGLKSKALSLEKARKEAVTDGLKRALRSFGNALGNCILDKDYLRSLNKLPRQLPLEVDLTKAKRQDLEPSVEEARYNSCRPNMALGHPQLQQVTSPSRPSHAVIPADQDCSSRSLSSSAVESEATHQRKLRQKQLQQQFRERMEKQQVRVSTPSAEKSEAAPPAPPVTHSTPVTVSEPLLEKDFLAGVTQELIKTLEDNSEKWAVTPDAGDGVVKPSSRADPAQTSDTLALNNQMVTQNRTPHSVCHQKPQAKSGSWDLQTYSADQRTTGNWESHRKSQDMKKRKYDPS
# Active calls of the source: *; x = no result given; & = joins results of further samples; [ ] = remark or other dose. Outcome played no part in choosing rows; about 1.4% have a hit in one of these screens.
molecule,ERAP1 HTS inh,miR122 inh,Cneo AK release,PGC1a acetyl inh,RAD54 branch,PglD DTNB,E-sel inducer,RAD52 inh
COc1cccc(S(=O)(=O)N2CCCCN3[C@@H](CO)[C@H](c4ccc(C#CC(C)C)cc4)[C@@H]3C2)c1,3,-22[16.7 µM],8,8,0,-7,-0.2,-16
COc1ccccc1C(=O)COC(=O)CNS(=O)(=O)c1ccc(NC(C)=O)cc1,-2,-7,0,0,-1,1,0.2,-4
CCOC(=O)c1ccc(NC(=S)NN2CCOCC2)cc1,x,-9,0,3,9,0,-0.7,x
O=C(C1CCC1)N1C[C@@H]2[C@H](c3ccccc31)[C@H](CO)N2C(=O)c1ccccc1F,5,20[16.7 µM],-4,-4,-8,-8,0.2,7
NS(=O)(=O)c1ccc(CCNC(=O)Cc2ccc(S(=O)(=O)N3CCOCC3)s2)cc1,-1,x,-1,x,2,-3,0.0,-11
C[C@@H]1CN([C@H](C)CO)C(=O)c2cc(NC(=O)CCCN(C)C)ccc2O[C@@H]1CN(C)CC1CCCCC1,1,-5[16.7 µM],-1,10,7,0,-0.3,-3
COC(=O)C1CCN(C(=O)c2cc(-c3ccc(Cl)s3)nc3ccccc23)CC1,4,10,-4,16,-3,1,x,-12
Cc1ccc(SCC(=O)OC(C)C(=O)Nc2ccc(S(N)(=O)=O)cc2)cc1C (stereo not given),-1,-1,-1,11,1,1,x,-9
Cc1noc(C)c1NC(=O)Nc1cccc2c1O[C@H](CN(C)Cc1ccc(-c3ccccc3)cc1)[C@H](C)CN([C@@H](C)CO)C2=O,-2,-5[16.7 µM],-6,11,16,-2,-0.1,8
CC(=O)Cn1c(CN2CC(C)CC(C)C2)nc2c1c(=O)n(C)c(=O)n2C (stereo not given),x,-10,-4,2,-6,-7,0.1,x
Cc1ccc(N(CC(=O)NCc2ccco2)C(=O)CCC(=O)Nc2nccs2)cc1,2,0,-6,-14,6,6,4.0,-28
CN1[C@@H]2Cn3c(ccc(-c4ccccc4)c3=O)[C@H]1[C@@H](C(=O)Nc1nccs1)[C@@H]2CO,1,-5[16.7 µM],4,x,-38,4,-0.1,3
O=C(NCC(=O)N1CCCCCCC1)c1cccc([N+](=O)[O-])c1,-2,1,3,-7,-10,2,x,-13
Cc1cc(C(F)F)n2nc(C(=O)NCc3ccccc3F)nc2n1,x,1,1,3,0,1,x,x
CCCCNCCOCCOc1ccc(F)cc1,x,2,0,14,0,3,x,x
COCCNC(=O)c1cc2c(c(-c3cccc(-c4cccc(F)c4)c3)n1)[C@H](CCO)N([S@@](=O)C(C)(C)C)C2,-2,x,-7,-8,3,2,0.9,-22
CCCNC(=O)N1[C@H](CO)[C@H](c2ccccc2)[C@H]1CNC(=O)C1CCCCC1,-3,x,x,1,x,x,-0.5,-9
O=[N+]([O-])c1ccc(OCCCCN2CCc3ccccc3C2)cc1,0,4,-9,6,16,-10,x,0
C[C@@H](NC(=O)C[C@@H]1C=C[C@@H](NC(=O)c2cccnc2)[C@H](CO)O1)c1ccccc1,7,x,-6,2,9,2,-0.3,8
Cc1ccc(C(=O)COC(=O)CNC(=O)c2ccco2)cc1,x,2,0,14,4,-5,x,x
O=C(Nc1ccc(S(=O)(=O)N2CCCC2)cc1)c1cccs1,0,x,x,16,x,x,2.0,-8
CC(NC(=O)CSc1nnnn1C1CC1)c1ccccc1Br (stereo not given),-1,0,1,6,7,2,-0.9,-8
COc1ccccc1CN1[C@H](CO)[C@@H](c2ccccc2)C12CN(C(=O)c1ccccn1)C2,-15,x,x,5,x,x,-0.3,-27
Cc1cc(C)cc(-n2c(C)cc(/C=N/NC(=O)CN(c3c(C)cccc3C)S(C)(=O)=O)c2C)c1,x,-7,0,-17,5,-4,x,x
COc1cc(CN2CCCCCC2)c([N+](=O)[O-])cc1OC,0,-2,4,6,-9,-4,0.9,-5

# Following part:
molecule,ERAP1 HTS inh,miR122 inh,Cneo AK release,PGC1a acetyl inh,RAD54 branch,PglD DTNB,E-sel inducer,RAD52 inh
CCCOc1ccc(NC(=O)C2CCCNC2=O)cc1 (stereo not given),x,2,1,-6,-16,2,x,x
Cc1ccc(Cn2c(C3CCCN3c3nc(C)cs3)nc3cc(C(F)(F)F)ccc32)cc1 (stereo not given),x,18,-1,-9,0,-6,x,x
O=C(O)c1ccc(CSc2nc3c(c(=O)[nH]2)CCC3)cc1,x,-4,2,11,-2,11,-0.1,-7
CN1CCN(S(=O)(=O)c2cccc(C(=O)N(Cc3nnc(-c4ccccc4Cl)o3)C3CC3)c2)CC1,2,-6,3,-7,4,-2,x,0
Cc1cc(C)c2c3c(sc2n1)C(=O)N(C)CC(=O)N3,x,3,-2,0,-1,1,x,x
CCOC(=O)c1c(NC(=O)CC(C)C)sc(C(C)=O)c1C,x,-5,7,-6,-4,-2,x,x
Cc1c(C=Nc2ccc(S(=O)(=O)N(C)C)cc2)c(O)[nH]c(=O)c1C#N,0,x,1,6,-12,-2,0.2,-10
COCCn1c(SCc2ccc(F)cc2)nc2c1c(=O)[nH]c(=O)n2C,0,x,0,x,-8,1,0.1,-10
Cc1noc(C)c1NC(=O)Nc1ccc2c(c1)CC(=O)N([C@@H](C)CO)C[C@@H](C)[C@H](CN(C)C(=O)Nc1c(C)noc1C)O2,-3,-11[16.7 µM],-5,3,-5,2,0.5,5
COc1ccc(/C=C(\C#N)C(=O)N2CCOCC2)cc1Br,x,0,-5,2,-4,5,x,x
Cc1cc(C)nc(NC2=NCC(=O)N2c2ccc3c(c2)OCCO3)n1,x,-3,2,x,15,5,x,x
COc1ccc(CN(C)C[C@@H]2Oc3ccc(NS(=O)(=O)c4ccccc4)cc3CC(=O)N([C@@H](C)CO)C[C@H]2C)cc1,-2,x,x,1,x,x,0.0,6
COc1ccc(-n2nnnc2C(c2cccc(OC)c2OC)N2CCN(C/C=C/c3ccccc3)CC2)cc1 (stereo not given),x,2,3,4,4,-2,x,22
COc1ccc(S(=O)(=O)N[C@@H]2CC[C@@H](CC(=O)NCCc3ccccc3)O[C@@H]2CO)cc1,2,x,-3,-2,2,-2,0.4,-3
CO[C@@H]1CN(C)C(=O)c2ccc(NS(=O)(=O)c3ccccc3)cc2OC[C@H](C)N(C(=O)NC(C)C)C[C@H]1C,0,10[16.7 µM],3,0,-7,7,-0.3,-4
COc1cccc(OCC(O)CN2CCN(c3ccc(Cl)cc3)CC2)c1 (stereo not given),-3,-11,0,-5,7,-11,0.1,-5
CCC(=O)N1[C@@H]2c3cccc(=O)n3C[C@H]1[C@H](CO)[C@H]2C(=O)N1CCc2ccccc2C1,6,-1[16.7 µM],50,8,-8,-9,-0.4,2
Cc1cc(NC(=O)CN(C)C)c([N+](=O)[O-])cc1C,3,-5,-1,9,-6,-3,0.1,-12
CN(Cc1ccccc1F)Cc1cc(=O)oc2cc(O)c(Cl)cc12,-30,-7,13,9,5,2,x,-11
Cc1ccc(C)c(NC(=O)CN(C)C(=O)c2cc(-c3cccs3)nn2-c2ccccc2)c1,2,x,2,x,-7,-10,x,-13
COc1ccc2c3c(n(C)c2c1)[C@H](CO)N(C(=O)Nc1ccccc1F)CC31CCN(C(=O)c2ccccc2F)CC1,-1,x,x,15,x,x,1.6,4
O=C(NCCc1csc(-c2cccc(F)c2)n1)c1ccco1,-5,x,2,x,12,-2,x,-26
CCOC(=O)C1CCCN(Cc2ccc(OCc3ccccc3)cc2)C1 (stereo not given),0,-3,1,-1,-2,-1,0.0,-16
COCCn1c(SCC(=O)Nc2cc(C)on2)nc2c(c1=O)SCC2,0,4,3,4,-5,1,-3.1,-22
CCOc1ccc(S(=O)(=O)N2CCN(C(=O)c3ccc(Cl)c(S(=O)(=O)N4CCOCC4)c3)CC2)cc1,3,0,2,6,0,1,-0.5,-10

# 2 compounds from above, reduced to PglD DTNB and ERAP1 HTS inh.
canonical_smiles	PglD DTNB	ERAP1 HTS inh
COc1ccc(CN(C)C[C@@H]2Oc3ccc(NS(=O)(=O)c4ccccc4)cc3CC(=O)N([C@@H](C)CO)C[C@H]2C)cc1	x	-2
O=C(O)c1ccc(CSc2nc3c(c(=O)[nH]2)CCC3)cc1	11	x

# Additional results
molecule,ERAP1 HTS inh,miR122 inh,Cneo AK release,PGC1a acetyl inh,RAD54 branch,PglD DTNB,E-sel inducer,RAD52 inh
Cc1cc(NC(=O)COC(=O)c2c(Cl)cccc2Cl)no1,1,4,1,1,-1,-6,x,-3
O=[N+]([O-])c1ccc(COc2cccc3cccnc23)cc1,1,-2,-2,6,5,-3,-0.3,-18
ONC(=Nc1ccc(Cl)cc1)c1ccccc1,x,3,0,-7,-2,3,-1.1,x
C[C@@H]1CN([C@@H](C)CO)C(=O)c2cc(C#Cc3cccnc3)cnc2O[C@H]1CN(C)Cc1ccccc1,-1,6[16.7 µM],-4,6,5,1,0.1,-5
COCCn1c(SCc2nc3cc(OC)c(OC)cc3c(=O)[nH]2)nnc1-c1ccncc1,x,-4,-1,-1,6,-4,x,x
CNC(=O)c1sc(Nc2cc(C)ccc2C)nc1C,1,-4,x,10,x,x,x,-2
O=C(CCc1nnc2n(Cc3ccccc3)c(=O)c3ccccc3n12)NCCCN1CCCCC1,5,-2,7,-6,-2,-3,0.5,-8
COc1ccc(NC(=O)CSc2nnc(-c3ccco3)c(-c3ccco3)n2)cc1OC,3,x,-1,x,2,-7,0.0,3
Cc1ccc(S(=O)(=O)N[C@@H]2CC[C@@H](CC(=O)N3CCC(Cc4ccccc4)CC3)O[C@@H]2CO)cc1,1,x,-2,-11,3,-1,-0.4,16
O=C(NNc1nc2ccccc2s1)c1ccc(F)cc1,-4,-3,-3,2,4,-6,x,-15
CCn1cc(/C=N\NC(=O)Cc2ccc([N+](=O)[O-])cc2)c(C)n1,x,-5,0,3,2,1,x,x
CCc1nc2ccc(C(=O)NCCCN3CCN(c4ccccc4F)CC3)cc2nc1CC,-1,-1,1,-10,8,-2,-0.1,-15
C[C@H]1CN([C@@H](C)CO)C(=O)c2cc(Br)cnc2O[C@H]1CN(C)S(=O)(=O)c1ccccc1F,-1&-4,10,1,-2,-1,1,-0.1&-0.2,-4&-8
CCn1cc(C(=O)NCc2ccco2)c(=O)c2cc(S(=O)(=O)N3CCCCCC3)ccc21,x,1,-3,-9,3,1,x,x
CC1=C(C(=O)N(C(C)C)C(C)C)CC(CC(=O)NC2CCCC2)C(=O)N1CCCN1CCCC1=O (stereo not given),0,-4,-6,2,1,0,0.1,-10
COc1cccc(/C=N/NC(=O)c2cc3c(OC)cccc3[nH]2)c1OC,x,7,-2,-6,-4,-3,x,x
COc1ccccc1NC(=O)C1CCCN(S(=O)(=O)c2ccc(-n3cnnn3)cc2)C1 (stereo not given),0,-3,-1,6,1,4,x,2
CCOC(=S)SCC(=O)Nc1nccs1,-7,x,x,-17,x,x,-0.3,-3
CC1COC(=C2C(=O)OCC2C)C1 (stereo not given),1,7,1,-5,0,-1,-0.3,-3
